# Screening data: PubChem, Broad Institute
# BL2 CD40 inh = CD40 pathway inhibition in BL2 cells; BL2 NF-kB luciferase reporter, CD40L-induced, 4 h; inhibition, % at 10 µM; 83,000 tested, 0.94% active;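 active = mean inhibition of at least 50% with a set share of replicates also reaching that level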;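 note: 0% = neutral control wells and 100% = IKK inhibitor VII at 50 µM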
# * hit, by the source's call; ! = not active in a repeat; [ ] = dose if it differs, or a comment.
item	canonical_smiles	BL2 CD40 inh
1	Cc1ccc(NC(=O)COC(=O)CCn2c(C)csc2=O)c([N+](=O)[O-])c1	-2
2	O=C(NCC1CCCO1)c1cncc(Br)c1 (stereo not given)	0
3	C[C@H]1CN([C@@H](C)CO)C(=O)c2cc(NS(=O)(=O)c3cccs3)ccc2O[C@@H]1CN(C)C(=O)Nc1ccc2c(c1)OCO2	-2[25 µM]
4	COc1cccc(S(=O)(=O)N(C)C[C@@H]2OCc3cnnn3CCCC(=O)N([C@@H](C)CO)C[C@@H]2C)c1	-2[25 µM]
5	CCN(CC)S(=O)(=O)c1cccc(NC(=O)c2cncc(Br)c2)c1	2
6	O=C(C[C@@H]1CC[C@@H]2[C@H](COC[C@H](O)CN2S(=O)(=O)c2ccccc2)O1)NCCN1CCCCC1	-2
7	CCS(=O)(=O)NCC[C@H]1CC[C@@H](NS(=O)(=O)c2ccccc2C)[C@H](CO)O1	-6[25 µM]
8	COc1cccc(NC(=O)N2[C@@H]3CNC[C@H]2C3c2ccc(/C=C/c3ccccc3)cc2)c1 (stereo not given in full)	60*!
9	O=C(CN1C(=O)NC2(CCCC2)C1=O)NCCc1ccc(F)cc1	2
10	Cc1ccc(S(=O)(=O)N2CCCSCC2)cc1	5
11	CCc1nc(OCc2ccco2)c2sc3nc4c(cc3c2n1)COC(C)(C)C4	9
12	O=C(Nc1ccccc1N1CCCCC1)C1CCN(C(=O)c2ccc(Cl)cc2)CC1	11
13	COc1ccc2oc(=O)cc(CN3CCN(Cc4ccccc4)CC3)c2c1	4
14	CCOC(=O)c1sc(SC)c2c1CCCC2=O	12
15	CCOC(=O)C1CCN(C(=O)c2ccc(N3CCCC3=O)cc2)CC1	6
16	Cc1cccc(NC(=O)c2ccc(S(=O)(=O)N(C)c3ccccc3)cc2)n1	19
17	COc1cccc2sc(NNC(=O)COc3ccccc3)nc12	29
18	O=C(Nc1ccc(S(=O)(=O)N2CCOCC2)cc1)c1ccc2ncsc2c1	-38
19	Cc1cccc(S(=O)(=O)N2C[C@@H]3[C@H](c4ccccc42)[C@H](CO)N3C(=O)CC2CC2)c1	12[25 µM]
20	CC(=O)Nc1cccc(NC(=O)c2cccc3cccnc23)c1	-31
21	CO[C@@H]1CN(C)C(=O)c2cc(NC(=O)C3CCC3)ccc2OC[C@H](C)N(Cc2cccnc2)C[C@@H]1C	-7
22	Nn1c(COc2ccccc2)nnc1SC(F)F	15
23	O=C(CCNC(=O)c1ccc(Br)cc1)OCc1ccccc1Cl	13
24	CC(C)n1nc(C(=O)Nc2ccc(-n3cnnn3)cc2)c2ccccc2c1=O	1
25	CO[C@H]1CN(C)C(=O)c2cc(NC(=O)c3cccc(F)c3)ccc2OC[C@H](C)N(C)C[C@H]1C	7[25 µM]
26	CN1CCN(Cc2c(O)ccc3occ(C(=O)c4ccccc4)c23)CC1	11
27	C[C@H](CO)N1C[C@H](C)[C@@H](CN(C)C(=O)Nc2cccc(C(F)(F)F)c2)OCc2ccccc2-c2c(n(C)c3ccccc23)C1=O	46[25 µM]
28	COc1ccccc1CC(=O)NC12CC3CC(CC(C3)C1)C2	10
29	COc1ccc(C(=O)N2C[C@H]3[C@@H](c4ccccc42)[C@H](CO)N3C(=O)c2cccc(F)c2)cc1	4
30	O=C(c1ccc(S(=O)(=O)NCc2ccco2)cc1)N1CCCC(C(F)(F)F)C1 (stereo not given)	13
31	CN(Cc1ccccc1)C(=O)c1ccc2nc([C@@H]3O[C@H](CO)[C@H](O)[C@H](O)[C@H]3O)[nH]c2c1	5
32	CCNC(=O)[C@@H]1[C@@H](CO)[C@@H]2Cn3c(ccc(/C=C/c4ccccc4)c3=O)[C@H]1N2C(=O)c1ccncc1	-3[25 µM]
33	CN(C)Cc1csc(NC(=O)Nc2ccccc2-c2ccccc2)n1	1
34	CC(C)NC(=O)N1[C@H](CO)[C@H]2c3ccccc3NC[C@H]21	-10[25 µM]
35	C/C(=N\NC(=O)c1c(Cl)c(C)nn1C)c1cccc(NC(=O)COc2ccccc2)c1	-6
36	Cc1ccccc1CN(C)C(=O)[C@H](Cc1ccccc1)NC(=O)c1ccco1	17

# By substructure, the entries above containing a thiophene ring, fused or not
item	canonical_smiles	BL2 CD40 inh
3	C[C@H]1CN([C@@H](C)CO)C(=O)c2cc(NS(=O)(=O)c3cccs3)ccc2O[C@@H]1CN(C)C(=O)Nc1ccc2c(c1)OCO2	-2[25 µM]
11	CCc1nc(OCc2ccco2)c2sc3nc4c(cc3c2n1)COC(C)(C)C4	9
14	CCOC(=O)c1sc(SC)c2c1CCCC2=O	12

# The listing picks up with the 4 entries that preceded the break.
item	canonical_smiles	BL2 CD40 inh
33	CN(C)Cc1csc(NC(=O)Nc2ccccc2-c2ccccc2)n1	1
34	CC(C)NC(=O)N1[C@H](CO)[C@H]2c3ccccc3NC[C@H]21	-10[25 µM]
35	C/C(=N\NC(=O)c1c(Cl)c(C)nn1C)c1cccc(NC(=O)COc2ccccc2)c1	-6
36	Cc1ccccc1CN(C)C(=O)[C@H](Cc1ccccc1)NC(=O)c1ccco1	17
37	O=C(Nc1ccc2c(c1)OCCO2)c1cnc2n(c1=O)CCS2	-92
38	Cc1sc2ncnc(N3CCN(c4ncccn4)CC3)c2c1C	28
39	CCN(CC(=O)NCc1ccc(Cl)cc1)C(=O)CCC(=O)c1ccc(F)cc1	7
40	Cc1ccc(N(C)S(=O)(=O)c2cccc(C(=O)N3CCN(Cc4ccccc4)CC3)c2)cc1	8
41	COCC#Cc1ccc([C@H]2[C@H](CO)N3CCCCN(S(=O)(=O)c4ccccc4F)C[C@@H]23)cc1	3[25 µM]
42	O=C1CC(C(=O)NC2CCCCC2)C2(CCCCC2)O1 (stereo not given)	2
43	N#C[C@H]1[C@@H](c2ccccc2C2=CCCC2)[C@@H](CO)N1C(=O)Cc1ccncc1	0[25 µM]
44	O=C(CN(C1CCCCC1)S(=O)(=O)c1ccc(F)cc1)NCc1ccncc1	14
45	O=C(C1CCCN(S(=O)(=O)Cc2ccccc2)C1)N1CCC(Cc2ccccc2)CC1 (stereo not given)	27
46	COc1cccc(CNC(=O)[C@H]2[C@H](CO)[C@H]3Cn4c(ccc(-c5cccnc5)c4=O)[C@@H]2N3C(C)=O)c1	-10[25 µM]
47	COCC(=O)N1CCCCN2[C@H](C1)[C@H](c1ccc(C#Cc3cccnc3)cc1)[C@@H]2CO	12[25 µM]
48	C[C@@H]1CN([C@H](C)CO)S(=O)(=O)c2ccc(C#CC3CC3)cc2O[C@H]1CN(C)Cc1ccccc1	-19[25 µM]
49	CC(C)[C@@H]1CC=CC[C@H](C)Oc2ccccc2C(=O)N(C)[C@H](C(C)C)C(=O)N1 (mixture of isomers)	10[25 µM]
50	CCn1nc(C)c(NC(=O)c2ccc(Cl)cc2)c1C	2
51	CCN1CCN(C(=S)c2ccc(Br)cc2)CC1	6
52	O=C(NC[C@@H]1[C@@H](c2ccccc2)[C@@H](CO)N1Cc1cccnc1)C1CCCC1	3
53	CCOC(=O)c1cc2c(ccc3nc(C)c(C)c32)[nH]c1C	-12
54	CC(C)CCOc1ncnc2c1sc1nc3c(cc12)CSC(C)(C)C3	-18
55	NS(=O)(=O)c1ccc(NC(=S)NC(=O)C2CCCCC2)cc1	-2
56	CN(c1ccccc1)S(=O)(=O)c1cccc(C(=O)N2CCN(c3ccccn3)CC2)c1	5
57	CCN(CC)C(=O)C(C)N1c2cccc3cccc(c23)S1(=O)=O (stereo not given)	4
58	Cc1ccc(C(=O)OCC(=O)NN2C(=O)NC3(CCC(C)CC3)C2=O)cc1 (stereo not given)	12
59	O=C(COc1cccc2c1CCNC2=O)NC1CCCCC1	1
60	COc1ccc(CCNC(=O)CN2C(=O)NC3(CCCCC3)C2=O)cc1	7
61	CN(C)CCNC(=O)c1cc(Br)ccc1Cl	0
62	CO[C@@H]1CN(C)C(=O)c2cc(NC(=O)Nc3c(C)noc3C)ccc2OC[C@@H](C)NC[C@@H]1C	-6[25 µM]
63	CSc1ncccc1C(=O)Nc1cccc(S(=O)(=O)N2CCOCC2)c1	11
64	COc1cccc(C(=O)Nc2ccc3c(c2)OC[C@@H](C)NC[C@@H](C)[C@H](OC)CN(C)C3=O)c1	6
65	Cc1occc1-c1nnc(SCC(=O)N2CCCCC2C)o1 (stereo not given)	-17
66	O=C1c2ccc3c4c(ccc(c24)C(=O)N1c1ccc2ccccc2c1)CC3	9
67	CC1CCCCN1C(=O)CSc1nc2ccccc2n1CC(=O)N1CCc2ccccc21 (stereo not given)	-1
68	Cc1ccc(OC(=O)N(C)C[C@@H]2OCc3ccccc3-c3ccccc3C(=O)N([C@H](C)CO)C[C@H]2C)cc1	-5[25 µM]
69	COc1ccccc1NC(=O)CN1C(=O)C2(OCCCO2)c2ccccc21	-2
70	COC(=O)[C@H](Cc1c[nH]c2ccccc12)NC(=O)Cc1c[nH]c2ccccc12	1
71	c1ccc(C2c3[nH]c4ccccc4c3CCN2Cc2cccn2-c2cccnc2)nc1 (stereo not given)	-9
72	CO[C@@H](CN(C)Cc1ccc2c(c1)OCO2)[C@H](C)CN(C(=O)c1ccccc1)[C@H](C)CO	1[25 µM]
73	CCC(CC)C(=O)Nc1ccc(Cl)c(Cl)c1	-5
74	CC1CN(C(=O)/C=C/c2ccc([N+](=O)[O-])s2)CC(C)O1 (stereo not given)	19
75	CC1(C(=O)NS(=O)(=O)c2ccc(Cl)s2)CCN1C(=O)C1(c2ccccc2)CCCC1 (stereo not given)	11
76	CCCCCCCCCCCCCCCCCCc1ccc(C(=O)/C=C/C(=O)O)cc1	2[25 µM]
77	O=C1CCCN1c1ccc(S(=O)(=O)NCc2ccco2)cc1	1
78	CCOc1ccc(S(=O)(=O)NCC(c2ccc3c(c2)OCO3)N2CCN(C)CC2)cc1 (stereo not given)	0
79	COc1cc(C)nc(N(Cc2ccccc2)S(=O)(=O)c2ccccc2)n1	-3
80	O=C(Nc1ccc2ccccc2c1)NC1CCS(=O)(=O)C1 (stereo not given)	-33
81	CCCCN(C(=O)c1cc(Cl)nc2ccccc12)c1c(N)n(Cc2ccccc2)c(=O)[nH]c1=O	-2
82	CS(=O)(=O)N1CCN(C2CCN(Cc3ccccc3)CC2)CC1	11
83	N#C[C@H]1[C@H](c2ccccc2C2=CCCCC2)[C@H](CO)N1C(=O)CN1CCOCC1	-1[25 µM]
84	C=C(C)CSc1nnc([C@@H]2CCCN2)o1	5
85	Nc1ncnc2c1nc(-c1ccccc1)n2C1OC(CO)C(O)C1O (stereo not given)	4
86	O=[N+]([O-])c1ccc(S(=O)(=O)N(CCCN2CCOCC2)Cc2cccs2)cc1	7
87	CCOC(=O)c1cc2n(c1/N=C/N(C)C)-c1ccccc1C2=O	2
88	CC(=O)N1[C@@H]2c3cccc(=O)n3C[C@H]1[C@H](CO)[C@H]2C(=O)NC1CCCC1	-1[25 µM]
89	CSCCC(NC(=O)c1ccccc1)C(=O)NNC(=O)c1ccccc1 (stereo not given)	-2
90	CCC(C)N(C(=O)CN1C(=O)NC2(CCc3ccccc32)C1=O)C1CCS(=O)(=O)C1 (stereo not given)	6
91	O=C(N/N=C/c1cccnc1)c1ccc(F)cc1	-30
92	Cn1nc(C(=O)NCc2ccc(F)cc2)c2ccccc2c1=O	16
93	N#Cc1c(NC(=O)C2CC=CCC2C(=O)O)sc2c1CCCCCC2 (stereo not given)	5
94	COC(=O)c1c(C)[nH]c(C(=O)COC(=O)Cn2cc(C(F)(F)F)ccc2=O)c1C	13
95	CS(=O)(=O)c1ccccc1C(=O)Nc1ccccc1Cc1ccccc1	4
96	C/C=C/c1ccc([C@H]2[C@@H](CO)N(C(=O)CC)[C@@H]2CN(C(=O)C2CC2)C(C)C)cc1	7[25 µM]

# (list continues)
item	canonical_smiles	BL2 CD40 inh
97	Cc1c(C(=O)N2CCC[C@H]2CO)oc2c(F)cccc12	-40
98	COc1ccc(C(=O)c2ccc(C)cc2)c(OC)c1OC	-5
99	O=C(C[C@@H]1CC[C@@H](NC(=O)C2CCOCC2)[C@@H](CO)O1)NCC1CCCCC1	1[25 µM]
100	C/C=C/c1ccc([C@H]2[C@@H](CO)N(C(C)=O)[C@H]2CNC(=O)c2ccncc2)cc1	12
101	COC(=O)c1ccccc1NC(=O)c1ccc(COc2cccc3ccccc23)o1	-6
102	CCCCn1c(N)c(N(CC(C)C)C(=O)CN2C(=O)c3ccccc3C2=O)c(=O)[nH]c1=O	3
103	Cc1ccc(NC(=O)CCl)cc1S(=O)(=O)N1CCCCCC1	8
104	O=C(Nc1ccccc1C(=O)N1CCCC1)c1cccc(S(=O)(=O)N2CCCCC2)c1	3
105	CNC(=O)c1ccc(NC(=O)c2ccccc2OCc2c(C)noc2C)cc1	-11
106	O=S(=O)(Cc1ccccc1)N1CCN(C2Cc3ccccc3C2)CC1	18
107	COc1cc(OC)nc(/N=C/N(C)C)n1	3
108	O=C(Nc1ccc(Cl)c(Cl)c1)OCc1cccnc1	-67

# Copied from the list.
# For BL2 CD40 inh, Cc1cccc(NC(=O)c2ccc(S(=O)(=O)N(C)c3ccccc3)cc2)n1 has the entry 19
# For BL2 CD40 inh, CC(C)[C@@H]1CC=CC[C@H](C)Oc2ccccc2C(=O)N(C)[C@H](C(C)C)C(=O)N1 (mixture of isomers) has the entry 10[25 µM]

# New compounds follow
item	canonical_smiles	BL2 CD40 inh
109	Cc1ccc2cc3cc(C(=O)NCCCN4CCc5ccccc5C4)oc3nc2c1	-6
110	Cc1ccc(C(=O)NCC(=O)N2CCN(c3ncccn3)CC2)s1	-21
111	COc1ccc(C#Cc2ccc([C@@H]3[C@H](CO)N4CCCCN(C(=O)c5ccncc5)C[C@@H]34)cc2)cc1	-19[25 µM]
112	Cc1ccc(NC(=O)CN(C)C(=O)COc2ccccc2-c2ccccc2)cc1	25
113	COC(C(=O)Nc1ccccc1C(=O)N1CCOCC1)c1ccccc1 (stereo not given)	10
114	O=C(C[C@H]1CC[C@@H]2NC[C@@H](O)COC[C@H]2O1)NCc1ccc2c(c1)OCO2	-8[25 µM]
115	CCOCC(=O)Nc1ccc([N+](=O)[O-])cc1OC	-4
116	O=C(NC[C@H]1N[C@H](CO)[C@@H]1c1ccc(-c2cncnc2)cc1)c1ccccc1F	-6[25 µM]
117	C[C@H]1CN([C@@H](C)CO)C(=O)CCCn2cc(nn2)CO[C@@H]1CN(C)C(=O)Nc1ccc2c(c1)OCCO2	-79
118	O=C1CN(S(=O)(=O)Cc2ccccc2)C[C@H]2[C@H](c3ccc(C#Cc4ccccc4)cc3)[C@@H](CO)N12	17[25 µM]
119	COc1ccc(NC(=O)C2(c3cccs3)CCOCC2)cc1	0

# An excerpt; rates above refer to the full screens.
